# INS-1E GSIS act: GLuc luminescence reporter in INS-1E cells, primary screen for activators of glucose-dependent secretion of insulin; activation, % at 16.6 µM; INS-1E GLuc reporter insulin secretion, 2-3 h; 370,000 tested, 0.61% active;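 active = lowest replicate activation of at least 40%, so every replicate reaches that level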;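 note: 0% = median of neutral control wells and 100% = median of IBMX positive control wells; some compounds called inactive have numbers as strong as hits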
# miR-122 sensor: miR-122 Renilla sensor signal increase in Huh7, primary screen, miR-122 inhibitor project, cell-based, single point, plate reader | Huh7 miR-122 Renilla luciferase sensor, 48 h; neutral wells = 0, positive control = 100 | activation (reporter increase), % at 12.5 µM | 340,000 tested, 0.3% active | AID 602342, 2012;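 active = mean replicate activation score at least 90 and every replicate individually at or above 90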;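 note: higher luciferase means less miR-122 activity so hits act as miR-122 inhibitors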
# PAX8 inh HTS: inhibitors of PAX8-driven TPO luciferase reporter, primary screen, RMG-I cells, single concentration | 360,000 tested, 1.2% active | inhibition, % at 12.6 µM | SteadyGlo, 24 h;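 active = mean replicate inhibition at least 60% with every replicate also reaching 60%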;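 note: luciferase light reporting Pax8 driven TPO promoter activity; plate controls were median of neutral control wells for no effect and mitoxantrone controls for full effect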
# CFTR F508del cor: F508del CFTR correction, initial screen, CFBE line, single point. CFBE cells, YFP halide quenching; stimulated with forskolin plus potentiator P3; % fluorescence drop versus neutral controls. activity (quench increase), % at 7.58 µM. 350,000 tested, 0.36% active. AID 720511, 2013;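 active = mean added fluorescence quench of at least 8% versus neutral control, with both replicates also reaching 8%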;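 note: cells transiently co-express mutant CFTR-F508del with the halide-sensitive YFP; corrector assay measuring rescue of mutant channel to the surface after 24 h compound exposure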
# FN deposition inh: inhibitors of fibronectin matrix deposition, primary screen, AH1F cells, Alexa488-fibronectin fluorescence, plate reader; AID 743247, 2014; inhibition, % at 12.6 µM; 350,000 tested, 0.086% active; AH1F fibroblasts, overnight;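 active = mean inhibition across replicates of 30% or more, regardless of how many single replicates reach that level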;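 note: positive control wells lacked labelled fibronectin entirely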
#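 material = AH1F fibroblast monolayer depositing Alexa488-labelled fibronectin into matrix | amount = 10000 AH1F cells/well | buffer or medium = DMEM plus 2% serum, read in PBS | incubation = 1 h cell adhesion before compound, then overnight fibronectin incubation | detection = fluorescence at 485 nm excitation, 525 nm emission | evaluation = percent inhibition as loss of matrix-bound fibronectin fluorescence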
# DENV2 CPE rescue: inhibitors of DENV2 cytopathic effect, primary screen, cell-based, plate reader, single concentration; DENV2-infected cells, cytopathic effect rescue; 350,000 tested, 1.7% active; CPE inhibition, % at 9.99 µM; AID 651640, 2012; in the data active = CPE inhibition above about 20%, passing the limit was not always enough; tested in BHK-21 cells;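 note: 0% = median of neutral control wells and 100% = median of positive control wells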
# EWS-Fli inh: EWS/Fli-driven NR0B1 reporter inhibitors, primary screen, A673 cells, NR0B1 luciferase, luminescence, MLPCN library; viability-normalised; inhibition, % at 12.6 µM; 350,000 tested, 0.67% active;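 active = mean inhibition of at least 50% after viability correction, with every replicate also passing that limit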;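 note: firefly luciferase signal divided by Alamar Blue viability fluorescence both relative to DMSO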
# The depositor's hits bear a star; nt = not tested or not shown; & = joins results of further samples; [ ] = another dose, or the depositor's remark.
SMILES,INS-1E GSIS act,miR-122 sensor,PAX8 inh HTS,CFTR F508del cor,FN deposition inh,DENV2 CPE rescue,EWS-Fli inh
CCCC#Cc1cnc2c(c1)C(=O)N([C@@H](C)CO)C[C@@H](C)[C@@H](CN(C)C(=O)c1ccc3c(c1)OCO3)O2,-15,2[16.7 µM],nt,-0.4,-1,nt,-20
COc1ccc(Cl)cc1-c1nc(N)nc(NC2CCCCC2)n1,-3,-3,32,-6.4,-6,-4,15
CCc1cccc(CC)c1NC(=O)CSc1nnc(C2CC2)n1N,-5,-5,2,-1.5,1,-1,5
CCOC(=O)c1cc(CC)sc1NC(=O)c1ccc([N+](=O)[O-])c(N2CCOCC2)c1,13,nt,9,2.7,1,2,-5
CC1(C(=O)Nc2cnc3ccccc3c2)CCN1Cc1ccc(-c2ccccc2)o1 (configuration not stated),1,15,22,-1.0,-7,2,0
O=C(c1cccnc1)N1CCCCN2[C@H](C1)[C@H](c1ccc(C#Cc3ccccc3)cc1)[C@@H]2CO,nt,2[16.7 µM],51,-1.3,nt,nt,10
O=C(COC(=O)C1CC(=O)N(Cc2ccccc2)C1)Nc1ccc(Cl)cc1F (configuration not stated),-10,nt,1,-3.2,nt,-1,-1
COc1cccc(NC(=O)CN2CCN(CC(=O)Nc3ccc(F)cc3)CC2)c1,-4,-7,3,2.8,5,10,10
O=C(CN1CCN(c2cccc(Cl)c2)CC1)NCc1ccccc1,-12,nt,20,-4.2,12,9,-2
C=C(C)C1CC=C(C)/C(=N/NC(=O)COc2ccc(Cl)cc2)C1 (configuration not stated),-26,-1,-5,0.6,2,9,-7
C[C@@H]1CCCCO[C@H](CN(C)C(=O)Nc2ccccc2)[C@H](C)CN([C@@H](C)CO)C(=O)c2cc(NC(=O)c3ccccc3)ccc2O1,-42,-4[16.7 µM],-11,0.1,7,-4,-6
COc1ccc(C)cc1S(=O)(=O)NCC(c1cccnc1)N1CCc2ccccc2C1 (configuration not stated),0,5,18,0.2,-23,5,1
CN(Cc1ccc(Cl)cc1)C(=O)c1ccc2ccccc2n1,-16,nt,24,3.5,4,-4,9
O=C1C(=O)N(Cc2cccnc2)C(c2cccc(O)c2)/C1=C(\O)c1ccc2c(c1)OCCO2 (configuration not stated),35,-2,-29,1.7,-1,-8,-7
N#C/C(=C/c1ccncc1)c1nc2ccccc2c(=O)[nH]1,-5,nt,-3,0.8,4,-4,6
O=C(N1CCOCC1)C(F)(F)C(F)(F)C(F)(F)C(F)(F)C(=O)N1CCOCC1,nt,-2,5,nt,16,nt,nt
Cc1sc(NC(=O)C2CCCCC2)c(C#N)c1-c1ccccc1,nt,2,-209,nt,4,nt,nt
CCOC(=O)N1CCN(C(=O)c2c[nH]c3ccc(S(=O)(=O)N(C)c4ccccc4C)cc3c2=O)CC1,-2,-2,9,-1.2,-9,-1,nt
C[C@@H]1CN([C@H](C)CO)C(=O)c2cc(NS(=O)(=O)c3cccs3)ccc2O[C@@H]1CN(C)S(=O)(=O)c1cccs1,-15,33[16.7 µM],-5,1.9,nt,nt,0
C[C@@H]1CN([C@@H](C)CO)C(=O)Cc2cc(NC(=O)Cc3cn(C)c4ccccc34)ccc2O[C@H]1CN(C)S(C)(=O)=O,-6,-5[16.7 µM],-10,0.3,nt,1,-8
Cc1noc(C)c1S(=O)(=O)N(C)C[C@@H]1Oc2ccc(NS(=O)(=O)c3ccc(F)cc3)cc2C(=O)N([C@H](C)CO)C[C@@H]1C,-24,1[16.7 µM],nt,-0.2,nt,nt,-5
COc1ccc(S(=O)(=O)N2CCOCC2)cc1NC(=O)CCc1nc2ccccc2c(=O)[nH]1,-1,-2,13,-1.5,-5,4,14
COc1cc(/C=N/n2c(C3CCCCC3)n[nH]c2=S)cc(Br)c1O,-13,-3,1,2.2,1,0,2
Cc1ccc(Cn2ccsc2=NC(=O)CCl)cc1,63*,-20,114*,-3.0,-4,2,14
O=C1CCN1C1(C(=O)NC2CCCCC2)CCCC1,13,-1,1,nt,-3,nt,nt

# New compounds follow.
SMILES,INS-1E GSIS act,miR-122 sensor,PAX8 inh HTS,CFTR F508del cor,FN deposition inh,DENV2 CPE rescue,EWS-Fli inh
C[C@@H]1CN([C@H](C)CO)C(=O)Cc2cc(NS(=O)(=O)c3ccccc3)ccc2O[C@H]1CN(C)C(=O)NC1CCCCC1,0,-2[16.7 µM],-8,2.3,nt,-8,4
CCCCOCCCNC(=O)C[C@@H]1C[C@@]2(C(=O)OCC)CCC=C2N(Cc2ccccc2)C1=O,-29,nt,-15,0.4,nt,-4,3
Cc1nc2ccccc2c(=O)n1CCN1CCOCC1,-1,-1,nt,0.5,nt,-4,-2
CC(C)(C)c1ccc(Oc2ccc(NC(=O)C3CC=CCC3C(=O)O)cc2)cc1 (configuration not stated),-3,-12,12,-4.8,-13,nt,70*
CC(=O)Nc1ccc(C2NC(=S)N(c3ccccc3C(F)(F)F)C(C)=C2C(=O)N2CCOCC2)cc1 (configuration not stated),-19,2,10,2.7,nt,2,0
CO[C@H]1CC[C@@H]2CCOc3ccc(C#N)cc3C(=O)N(C)C[C@H](C)C(=O)N(C)C[C@@H]1O2,10,nt,9,nt,-2,2,-8
Cc1ccccc1S(=O)(=O)Cc1ccc(C(=O)NC2CCCCC2C)o1 (configuration not stated),-7,nt,20,-0.9,3,-1,nt
COc1ccc(NC(=O)Nc2cccc3c2O[C@@H](CN(C)CC2CCCCC2)[C@H](C)CN([C@@H](C)CO)C3=O)cc1,-15,9[16.7 µM],nt,1.8,nt,3,2
C[C@H](CO)N1C[C@H](C)[C@@H](CN(C)S(=O)(=O)c2ccccc2)Oc2c(NC(=O)Nc3ccccc3)cccc2C1=O,-4,-7[16.7 µM],-15&6,0.3&-3.2,3,-11&-8,-1&12
C=CCNC(=S)N1CCN(CCN=CC2=C(O)CC(c3ccc(Cl)cc3)CC2=O)CC1 (configuration not stated),-18,-4,4,1.7,-15,nt,-2
CCOC(=O)C(N)CSC1CC(=O)N(c2ccc(OCC)cc2)C1=O (configuration not stated),-1,nt,8,3.6,-26,-2,-8
c1coc(-c2nnc3sc(C4CCCCC4)nn23)c1,nt,-1,5,nt,9,nt,nt
CCC12CN(C(=O)c3ccc([N+](=O)[O-])cc3)CC(CC)(CN(C(=O)c3ccc([N+](=O)[O-])cc3)C1)C2=O,7,-6,-4,-1.5,0,3,-5
CCCCN(CC)CCCNC(=O)c1ccc2c(c1)N(CC)C(=O)c1ccccc1S2(=O)=O,-11,nt,19,-1.1,3,3,-5
O=C(Nc1ccc2c(c1)OCO2)N[C@@H]1CC[C@H](CC(=O)N2CCN(c3ccccc3)CC2)O[C@H]1CO,0,nt,9,-4.1,0,-3,2
CN(C)C1=NCCN1CC1CCCCC1,4,6,-10,0.8,-1,-1,-8
Cc1ccc(S(=O)(=O)Nc2ccc3c(c2)C(=O)N([C@@H](C)CO)C[C@H](C)[C@@H](CN(C)S(C)(=O)=O)OCCCC[C@H](C)O3)cc1,-5,-5[16.7 µM],-5,-0.8,0,29*,-6
C/C=C/c1ccc(OCCCNC2CCCC2)c(OC)c1,nt,-5,25,nt,3,nt,nt
COc1ccc(CCNC(=O)CSc2nc(=O)n3cc(C)ccc3n2)cc1OC,32,-4,-10,2.4,7,-6,-5
CCCC(c1nnnn1Cc1cccs1)N1CCN(C2CCCC2)CC1 (configuration not stated),nt,3,6,nt,5,nt,nt
O=[N+]([O-])c1ccc(-c2c(O)c3ccccc3c3nc4ccccc4nc23)cc1,3,nt,13,nt,3,-6,4
Cc1[nH]c2ccccc2c1C(=O)CN1C(=O)C(=O)N(C2CCCC2)C1=O,nt,-3,-4,-1.6,-5,-3,-3
O=C(O)/C=C/c1nc(-c2ccccc2)n2ccccc12,17,nt,-5,nt,4,nt,nt
CC(C)[C@H]1COCc2cn(nn2)CCCC(=O)N1,5,nt,-17,nt,6,3,-14
Cc1ccc(OCC(=O)Nc2ccccc2[N+](=O)[O-])c(Br)c1,-2,nt,-117,-1.9,4,12,-30

# The results go on:
SMILES,INS-1E GSIS act,miR-122 sensor,PAX8 inh HTS,CFTR F508del cor,FN deposition inh,DENV2 CPE rescue,EWS-Fli inh
CCOc1ccc(C(c2c(C)[nH][nH]c2=O)c2c(C)[nH][nH]c2=O)cc1OC,nt,-4,-1,nt,-5,nt,nt
Nc1ccccc1-c1ccn[nH]1,nt,nt,21,-0.6,5,10,10
O=C(COC(=O)c1ccc(Cl)nc1)NCc1cccs1,-6,-5,-25,0.7,-6,-1,7
C[C@@H]1CN([C@@H](C)CO)C(=O)Cc2cc(NC(=O)Nc3cccc4ccccc34)ccc2O[C@@H]1CN(C)Cc1ccncc1,nt,6[16.7 µM],47,0.4,nt,-1,nt
CCOc1ccccc1NC(=O)C(NCC1CCCCC1)c1ccccc1 (configuration not stated),-32,nt,-5,1.2,-6,14,10
COc1ccc(C(=O)OCC(=O)N2CCCCC2)cc1[N+](=O)[O-],10,nt,8,-1.6,0,16,-4
Cc1cccc(OCC(=O)NCc2n[nH]c(=O)c3ccccc23)c1,13,-2,-5,-1.6,2,-3,2
CCC(=O)Nc1c(-c2cccs2)c(=O)c2ccccc2n1C,7,-3,-12,nt,18,nt,nt
O=C(CSC1=NS(=O)(=O)c2ccccc2N1)N1CCCCC1,2,-3,-3,-1.3,-2,6,-13
COc1ccc(-c2nc3ccccc3c(=O)n2NC(=O)Cc2ccccc2)cc1,-21,2,13,nt,2,1,-6
COCC(=O)N1CCC(c2nc3ccccc3[nH]2)CC1,4,-13,2,-2.7,12,-14,-3
O=C(c1cccc(-c2cncc3nccn23)c1)N1CCOCC1,2,1,13,-5.0,-4,10,2
CCOC(=O)C1=C(C)OC(N)=C(C#N)C1c1cc2c(cc1[N+](=O)[O-])OCO2 (configuration not stated),-3,nt,3,-1.3,-13,6,-9
CN(C)CC(=O)N1CCCCN2[C@H](CO)[C@@H](c3ccc(/C=C/c4ccccc4)cc3)[C@@H]2C1,9,-29[16.7 µM],4,-4.1,nt,-23,5
CCOCCCNC(=S)N1CCCN(c2nc3cc(C)cc(C)c3cc2C#N)CC1,12,nt,15,-0.3,nt,-3,-9

# Compound activity from PubChem.
